VIM-2 inhibitor = VIM-2 metallo-beta-lactamase inhibitors, primary screen, biochemical, epi-absorbance readout, Pseudomonas aeruginosa enzyme; purified VIM-2, nitrocefin hydrolysis, epi-absorbance fluorescence; inhibition, % at 5.6 µM; 0.89% of 290,000 active;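 active means inhibition above the mean of all tested compounds plus 3 SD, cutoff set per screening run, cut at about 7.5% in these data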;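 further: red hydrolysis product quenches plate fluorescence so inhibitors raise well fluorescence; 0% = enzyme with DMSO and 100% = DMSO without enzyme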
IMP-1 inhibitor = IMP-1 metallo-beta-lactamase inhibitors, primary screen, biochemical, epi-absorbance readout, Pseudomonas aeruginosa enzyme; 0.45% of 290,000 active; purified IMP-1, nitrocefin hydrolysis, epi-absorbance fluorescence; inhibition, % at 5.6 µM;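 active means inhibition above the mean plus 3 SD of all compounds in the same screening run, cut at about 4.5% in these data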;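 further: 0% = IMP-1 with DMSO and 100% = DMSO wells lacking enzyme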
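Material – recombinant IMP-1 enzyme, purified · Amount – IMP-1 0.2 nM before substrate addition · Medium – HEPES buffer pH 7.1 with ZnSO4 and Brij 35 · Timing – 25 °C, 15 min preincubation, 25 min reaction · Measured by – plate fluorescence quenching by hydrolysis product, ex 480/em 530 nm · Read-out – percent enzyme inhibition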
PHOSPHO1 inh = PubChem AID 1565; Phosphoethanolamine/phosphocholine phosphatase (Homo sapiens), Q8TCT1; inhibition, % at 13.3 µM; 1.1% of 290,000 active; recombinant PHOSPHO1, absorbance phosphatase assay; in the data active means inhibition above about 60%
Target sequence (Q8TCT1 whole entry, looked up): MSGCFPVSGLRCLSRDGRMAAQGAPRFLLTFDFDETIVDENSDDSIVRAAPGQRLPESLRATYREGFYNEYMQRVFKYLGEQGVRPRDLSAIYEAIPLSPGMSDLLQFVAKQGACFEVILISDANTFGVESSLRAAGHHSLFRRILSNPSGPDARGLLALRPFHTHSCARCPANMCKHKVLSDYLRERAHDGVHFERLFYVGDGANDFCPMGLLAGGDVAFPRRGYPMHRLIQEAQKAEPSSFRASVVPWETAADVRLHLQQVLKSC
p-CIP stab down = p/CIP-EGFP fusion destabilizers, primary screen, fluorescence, F442A cells; 16 h; Q05BA5; AID 1984, 2009; 0.01% of 290,000 active; decrease of EGFP signal, % at 10 µM;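 active means EGFP signal decrease of at least 30% at 10 µM or well 3 SD below plate mean, unless failing retest; inactive means the rest, including hits failing retest or dose response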; further: some compounds called inactive have numbers as strong as hits; many of its hits are not listed in these tables
GPR7 antagonist = GPR7 receptor antagonists, primary screen, cell-based, fluorescence, single concentration | GPR7-expressing cells, fluorescence antagonist assay | inhibition, % at 4.4 µM | 1.1% of 290,000 active | AID 1861, 2009; in the data active means inhibition above about 16%, passing the limit was not always enough;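 further: cells stimulated with the agonist NPW; 0% = agonist with vehicle and 100% = vehicle without agonist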
Target sequence (P48145 whole entry, looked up): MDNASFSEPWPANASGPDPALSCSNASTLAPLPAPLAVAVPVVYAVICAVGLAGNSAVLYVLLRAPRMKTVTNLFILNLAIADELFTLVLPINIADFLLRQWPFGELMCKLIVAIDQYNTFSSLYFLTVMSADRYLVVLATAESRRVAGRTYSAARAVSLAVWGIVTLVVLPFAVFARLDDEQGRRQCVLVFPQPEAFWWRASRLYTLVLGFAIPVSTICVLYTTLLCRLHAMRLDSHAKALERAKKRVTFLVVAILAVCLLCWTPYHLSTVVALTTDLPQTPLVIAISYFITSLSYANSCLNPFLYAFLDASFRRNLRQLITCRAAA
IDE cell activ = human IDE activators in live cells, primary screen, fluorescence polarization, HEK cells, FAbeta-B substrate; Insulin-degrading enzyme (Homo sapiens), P14735; FAbeta-B cleavage; 0% vehicle, 100% cell-free pure enzyme wells; activation, % at 5.96 µM; 0.073% of 340,000 active;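 active means activation above the mean of all tested compounds plus 3 SD, set per screening campaign, cut at about 17% in these data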
PfM18AAP inh = PfM18AAP inhibitors, malaria aminopeptidase, primary screen, biochemical, QFRET, recombinant enzyme | H-Glu-NHMec fluorogenic cleavage | inhibition, % at 7.35 µM | 1.2% of 290,000 active | AID 1822, 2009;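 active means inhibition above the campaign mean inhibition over all tested compounds plus 3 SD, cut at about 28% in these data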;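 further: 0% = plate median of test compound wells and 100% = 2 mM ZnCl2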
IDE cell inh = human IDE inhibitors in live cells, primary screen, fluorescence polarization, HEK cells, FAbetaB substrate | Insulin-degrading enzyme (Homo sapiens), P14735 | FAbetaB cleavage | inhibition, % at 5.59 µM | 0.41% of 320,000 active | AID 434962, 2010;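 active means percent inhibition above the average of all tested compounds plus 3 SD, set per screening campaign, cut at about 16% in these data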;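 further: IDE supplied by intact live HEK cells; FP after avidin binding of uncleaved biotin substrate so inhibition keeps polarization high; 0% = DMSO wells and 100% = 60 µM reference IDE inhibitor Ii1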
NALP1 yeast inh = NALP1 inflammasome inhibitors in reconstituted yeast, colorimetric, S. cerevisiae, triplicate retest | S. cerevisiae NALP1/ASC/caspase-1 growth, X-gal OD620, 72 h | inhibition, % at 10 µM | 0.61% of 280,000 active | AID 2071, 2009; in the data active means inhibition mostly above about 24%, no sharp cut-off; inactive means mostly below about 32%; further: some compounds called inactive have numbers as strong as hits
An asterisk follows results filed as active; . = no result given; & = joins results of further samples. The list is partial. The share of hits here may be higher or lower than overall.

SMILES | VIM-2 inhibitor | IMP-1 inhibitor | PHOSPHO1 inh | p-CIP stab down | GPR7 antagonist | IDE cell activ | PfM18AAP inh | IDE cell inh | NALP1 yeast inh
N=C1C(c2ccccc2)=C(O)CN1Cc1ccco1 | -2.7 | -3.2 | 2 | 1 | -7 | -2 | -1 | 6 | 6
Fc1ccc2c(c1)nnn2C1CCN(Cc2ccccc2)CC1 | -3.8 | -3.1 | 23 | -2 | -3 | 0 | 3 | 4 | 12
CCN1C(=O)C(=C2C=C(C)OC(C)=C2)C(=O)N(CC)C1=S | -2.5 | -0.8 | 21 | -70 | -12 | -15 | 3 | 14 | -19
CN(C)/C=C/C(=O)C(Cl)(Cl)Cl | -4.2 | -3.1 | 2 | 11 | -11 | 6 | -3 | 2 | 15
CCc1ccc(NP(=O)(Oc2ccccc2F)Oc2ccccc2F)cc1 | -0.5 | -1.6 | 36 | 8 | -3 | 4 | -2 | -1 | -4
O=C(c1ccc(CNS(=O)(=O)c2ccccc2)cc1)N1CCC2(CC1)OCCO2 | -3.9 | -4.6 | 25 | -4 | -16 | 3 | 0 | -2 | -3
Cc1[nH]c2c(Cl)cccc2c1CCN | -3.3 | 0.0 | -3 | -5 | -2 | . | -4 | -3 | 22
CCCCCCCSc1cc(OC)c(CCN(C)C)cc1OC | 0.6 | -0.8 | 8 | -9 | 21 | 4 | -7 | -1 | 16
CCOc1cc2c(cc1OCC)-n1cccc1C(c1cccc(F)c1)NC2 (stereo unspecified) | 0.0 | -1.0 | -2 | 5 | 5 | 5 | 1 | -5 | 2
Cc1ccccc1-n1c(O)c(C(c2ccncc2)c2c(O)n(-c3ccccc3C)c(=O)[nH]c2=O)c(=O)[nH]c1=O | -1.8&0.4 | 0.7&-0.1 | 22&14 | 7&-5 | -2&0 | -1 | 1&4 | -3&-1 | .
COc1cc(Br)c(CNCCc2ccc3c(c2)OCO3)cc1OC | -1.6 | -1.7 | 44 | -13 | -15 | 5 | 2 | -4 | 12
Cc1cc(C)c(Cn2c(C(=O)O)c(C=O)c3ccccc32)c(C)c1 | 0.1 | 0.4 | 26 | -3 | 4 | 1 | 12 | 7 | 9
CC(C)(C)N1C(=O)NC(=O)/C(=C\c2ccc3c(c2)CCN3CCCCl)C1=O | -1.5 | -0.3 | 22 | -16 | 13 | -1 | 14 | 5 | .
Clc1ccc(CSC(Cn2ccnc2)c2ccc(Cl)cc2Cl)cc1 (stereo unspecified) | -0.7 | -3.8 | 6 | 4 | 16 | -3 | -1 | 3 | 25
Cc1ccc(N2C(=O)NC(=O)/C(=C/c3cnn(-c4ccc(C)cc4)c3)C2=O)cc1 | -3.2 | -2.1 | 0 | -2 | -11 | -6 | -2 | 1 | 34
C#CC(CC)(CC)NC(=O)Nc1ccc(OCC)cc1 | -2.7 | -2.2 | 13 | -11 | -24 | -2 | 8 | 6 | 16
O=C(c1cccc(N2CCCC2=O)c1)N1CCC2(CC1)OCCO2 | -1.3 | -2.3 | -7 | 6 | 3 | -4 | 4 | 3 | 18
COc1ccc(N2C(=O)CC(N3CCC(n4c(=O)[nH]c5ccccc54)CC3)C2=O)cc1 (stereo unspecified) | -4.9 | -4.5 | 3 | 9 | -9 | 1 | -65 | -1 | 5
CC(=O)c1c(C)n(C2CCCCC2)c2ccc(O)cc12 | -3.7 | -3.8 | 37 | -14 | -9 | -5 | -3 | 4 | -7
O=Cc1c(C(=O)O)n(Cc2ccc(Cl)cc2)c2ccccc12 | 1.1 | -1.3 | -16 | -4 | -12 | -24 | 0 | 9 | 26
COC(=O)[C@@]1(Cc2ccc(F)cc2)[C@H]2c3cc(C(=O)N(C)C)[nH]c3C[C@H]2CN1C(=O)c1ccccc1 | -3.5 | -1.8 | -11 | 0 | -14 | -1 | 2 | 5 | 18
COC(=O)Cn1cc(/C=C2\C(=O)NC(=O)N(c3ccc(OC)cc3)C2=O)c2ccccc21 | 0.2 | -0.7 | . | -2 | 6 | -3 | 7 | -3 | 8
O=c1[nH]c(=S)n(C2CC2)c(O)c1/C=N/N1CCOCC1 | -2.1 | -1.2 | 12 | 3 | -14 | 3 | 3 | 1 | 28
Cc1ccc(-n2c(O)c(/C=C/C=Nc3ccccc3)c(=O)[nH]c2=O)cc1 | -2.5 | -2.4 | 2 | -20 | -3 | -29 | 4 | 21* | 28
CC1=CC(=Cc2sc3ccccc3[n+]2C)C=C(C)O1 | -0.4 | -3.4 | 6 | -96 | -19 | -4 | 0 | . | -7
C=CCOC(=O)COc1cc(C)cc2oc(=O)c3c(c12)CCC3 | 4.6 | -2.3 | -65 | 2 | -9 | -1 | 10 | 1 | 9
O=C(c1ccccc1)C1CCCN(Cc2nc(-c3cnccn3)no2)C1 (stereo unspecified) | -1.8 | -1.7 | 37 | -9 | -4 | 1 | -10 | -2 | 2
Cn1cnc([N+](=O)[O-])c1Sc1ccc([N+](=O)[O-])cc1 | -0.6 | -0.8 | -10 | 10 | 4 | -1 | -2 | 1 | 2
COc1cccc(N2CCN(Cc3cccc(Cl)c3)CC2)c1 | -2.6 | -1.1 | -5 | 6 | -1 | 7 | -3 | -5 | -13
CCN1CCC(N(C)C2CCCCC2)CC1 | -1.9 | -3.4 | 14 | 3 | -13 | 2 | 1 | 5 | -42
Cc1cccc(CN2CCCC(C(=O)c3ccc(C(F)(F)F)cc3)C2)n1 (stereo unspecified) | -1.8 | -2.7 | 28 | -17 | -11 | 2 | -3 | 1 | 5
CCCCCOc1ccc(C)cc1CN(CCCl)CCCl | 2.3 | -1.4 | 37 | -2 | 30* | . | -3 | -2 | 28
Oc1ccc2c3c1O[C@H]1c4oc5ccccc5c4C[C@@]4(O)[C@@H](C2)N(CC2CC2)CC[C@]314 | . | . | 8 | 1 | . | 7 | . | -1 | -14
Cc1ccc(-n2c(C)nc3cc(Cl)ccc3c2=O)nc1 | 1.7 | -1.1 | 37 | 13 | 3 | 1 | -3 | -3 | 14
CCOC(=O)C1=C(N)OC2=C(C(=O)CCC2)C12C(=O)Nc1ccccc12 (stereo unspecified) | -2.2 | -3.1 | -14 | -7 | -8 | 3 | -30 | 4 | 17
O=C(c1cc2cc(Cl)ccc2[nH]1)N1CCC2(CC1)OCCO2 | -3.0 | -3.4 | 2 | -5 | -5 | 11 | 4 | 5 | 13
CCCOC(=O)COc1cc(C)cc2oc(=O)c3c(c12)CCC3 | 0.2 | -1.6 | 9 | 4 | -4 | 1 | -6 | 4 | 3
COc1ccccc1N1CCN(Cc2c(F)cccc2F)CC1 | -2.2 | -1.8 | 29 | -6 | -10 | 4 | 0 | 1 | 5
O=C(c1cccnc1)C1CCCN(Cc2nc(-c3cnccn3)no2)C1 (stereo unspecified) | -0.8 | -2.6 | 37 | 0 | -7 | 0 | -4 | 0 | -10
NNC(=O)c1ccc(Cl)cc1 | -3.7 | -5.2 | -12 | -7 | -2 | -2 | 3 | 0 | 29
Clc1ccc(COC(Cn2ccnc2)c2ccc(Cl)cc2Cl)c(Cl)c1 (stereo unspecified) | -4.0 | -4.1 | 4 | 4 | 13 | -6&7 | -8 | 6&-4 | 23
CC(C)CC(=O)NC(Oc1ccc(Cl)cc1)C(Cl)(Cl)Cl (stereo unspecified) | -2.2 | -1.8 | 16 | -6 | -22 | 0 | 2 | 4 | -1
CCn1c(O)c(C(c2ccccn2)c2c(O)n(CC)c(=S)[nH]c2=O)c(=O)[nH]c1=S | -2.2 | 0.5 | -71 | -1 | -11 | 2 | 3 | -2 | -14
CSc1ccc(C(=O)C2CCCN(Cc3cc4ccccc4[nH]3)C2)cc1 (stereo unspecified) | -4.0 | -0.3 | 32 | -10 | 12 | 8 | 5 | 0 | 3
CC(=NCc1ccc2c(c1)OCO2)c1c(O)n(Cc2ccccc2)c(=O)[nH]c1=O | -0.1 | -2.5 | 22 | -2 | -10 | 4 | 4 | 1 | .
O=C1CC(=O)N(c2cccc(Br)c2)C(=O)N1 | -2.9 | -1.4 | 38 | -12 | -7 | 4 | 8 | 3 | 36
O=C(COc1ccccc1)NCCc1cnc[nH]1 | -1.7 | -4.0 | 44 | -3 | -7 | 2 | -1 | . | -11
NC(=O)CSP(=O)(c1ccccc1)c1ccccc1 | 0.4 | 2.8 | -8 | -6 | -12 | 4 | 3 | 8 | 10
C=Cn1ccnc1P(=S)(c1c(C)nn(-c2ccccc2)c1C)c1nccn1C=C | -4.6 | -3.8 | 18 | -6 | 8 | -1 | 3 | 1 | 10
CCN(CC)C1=NC(=[N+](CC)CC)c2ccccc21 | -2.0 | 0.1 | 24 | -4 | 8 | 4 | -1 | 4 | 21
C=CCNC(=S)Nc1ccc(OC(=O)Nc2ccc(Cl)c(Cl)c2)cc1 | 2.2 | -1.3 | 20 | 2 | 39* | 3 | 12 | . | .
CC(CCc1ccccc1)NC(C)C(O)c1ccc(O)cc1 (stereo unspecified) | -4.7 | -0.8 | 26 | -4 | 13 | 2 | 5 | 4 | 22
CCN(CC)CCCN=Cc1c(O)n(CCc2ccc(OC)c(OC)c2)c(=O)[nH]c1=O | -1.1 | -3.3 | 18 | -9 | 0 | 1 | 5 | -4 | 22
CC1(C)C(C(=O)N2CCN(C(=O)c3ccccc3)CC2)C1(C)C | -0.3 | -1.3 | 31 | -6 | -1 | 1 | 3 | -1 | 6
O=C(Nc1ccncc1)c1cccn(Cc2ccccc2)c1=O | -1.6 | -4.1 | 8 | 0 | -9 | 0 | 7 | 3 | -8
CC(c1ccccc1)n1cncc1C(=O)O (stereo unspecified) | -2.6 | 1.0 | -3 | 4 | -13 | 0 | -3 | -1 | -2
CCc1ccc(NC(=O)CN2CC(c3ccccc3)CC2=O)cc1 (stereo unspecified) | -2.2 | -2.8 | 22 | -13 | -17 | 6 | 3 | 0 | .
OCC12COC3c4ccccc4C(OC1)N32 (stereo unspecified) | -1.2 | -0.8 | 17 | -6 | -4 | 4 | -7 | 1 | 12
CC12CCC(=O)C=C1CCC1C2CCC2(C)C(O)CCC12 (stereo unspecified) | -1.2 | -3.3 | -10 | -9 | 1 | 1 | 0 | 3 | 5
CCc1ccc(NC(=O)C(C)OC(=O)c2c(C)nn(Cc3ccccc3)c2Cl)cc1 (stereo unspecified) | -1.6 | -0.2 | -3 | -4 | 8 | 4 | -1 | 2 | 27

Only IDE cell activ (2 entries from above):
SMILES | IDE cell activ
CC1(C)C(C(=O)N2CCN(C(=O)c3ccccc3)CC2)C1(C)C | 1
O=C(Nc1ccncc1)c1cccn(Cc2ccccc2)c1=O | 0
